# Assay outcomes from PubChem.
# USP1-UAF1 inh: USP1/UAF1 (human) deubiquitinase inhibition; recombinant USP1/UAF1, Ub-Rhodamine cleavage fluorescence; Potency, µM (doses to about 57.1 µM), without a hit: at the highest dose activity change, negative = inhibition, hits mostly inhibitors; hit rate 0.23% among 390,000; note: potency is the fitted concentration of half-maximal effect; % is set by controls: 0 for no effect and ±100 for the full control effect; nearly all actives have a fitted effect of over 60% in size; inactives centre near -12
# Target sequence (O94782 whole entry, looked up): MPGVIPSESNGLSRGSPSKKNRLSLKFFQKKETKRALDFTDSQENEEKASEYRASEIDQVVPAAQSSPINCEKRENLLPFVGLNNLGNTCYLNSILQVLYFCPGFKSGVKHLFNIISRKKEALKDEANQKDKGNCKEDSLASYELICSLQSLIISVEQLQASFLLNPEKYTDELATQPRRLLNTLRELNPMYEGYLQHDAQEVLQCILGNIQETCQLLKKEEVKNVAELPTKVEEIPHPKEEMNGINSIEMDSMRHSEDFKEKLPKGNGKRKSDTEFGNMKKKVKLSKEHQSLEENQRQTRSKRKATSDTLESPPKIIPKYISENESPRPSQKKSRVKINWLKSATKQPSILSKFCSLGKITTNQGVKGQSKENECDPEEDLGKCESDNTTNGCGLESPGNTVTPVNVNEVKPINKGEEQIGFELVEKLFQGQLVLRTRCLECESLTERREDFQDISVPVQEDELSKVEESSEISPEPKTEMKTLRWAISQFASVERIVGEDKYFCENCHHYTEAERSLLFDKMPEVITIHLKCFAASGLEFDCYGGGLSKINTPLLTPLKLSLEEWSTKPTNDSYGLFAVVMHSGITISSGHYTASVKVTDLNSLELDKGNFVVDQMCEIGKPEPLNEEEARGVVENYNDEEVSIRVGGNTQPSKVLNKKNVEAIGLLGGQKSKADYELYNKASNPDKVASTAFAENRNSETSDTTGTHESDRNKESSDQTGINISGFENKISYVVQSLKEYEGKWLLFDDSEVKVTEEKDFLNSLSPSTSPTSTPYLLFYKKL
#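 1 nM enzyme complex + cpd, 15 min RT; start with Ub-Rho 150nM final; kinetic fluorescence ex 480/em 540, 6 reads q60 s. Buffer 50mM HEPES pH 7.8, 0.5mM EDTA, 0.1 mg/ml BSA, 1mM TCEP, 0.01% Tween-20.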
# RGS4 inh: blocks human RGS4-accelerated GTP hydrolysis | P49798 | Transcreener GDP fluorescence polarization, RGS4-accelerated GTP hydrolysis | Potency, µM (doses to about 114 µM), for the others: at the highest dose activity change, negative = inhibition, most hits filed as inhibitors | hit rate 0.039% among 390,000 | AID 504845; note: potency is the fitted concentration of half-maximal effect; % is set by controls: 0 for no effect and ±100 for the full control effect; nearly all actives have a fitted effect of over 75% in size; some results filed as inactive show a strong effect at the top dose
# Target sequence (P49798 whole entry, looked up): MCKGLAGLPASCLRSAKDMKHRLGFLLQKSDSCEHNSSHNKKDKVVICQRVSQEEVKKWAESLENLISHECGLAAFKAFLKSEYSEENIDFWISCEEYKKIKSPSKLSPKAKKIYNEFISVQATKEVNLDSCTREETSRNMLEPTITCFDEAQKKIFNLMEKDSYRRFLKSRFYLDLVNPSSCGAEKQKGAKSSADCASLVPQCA
#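 MLSMR compounds (23 nl, pin-transferred) preincubated 10 min at room temperature with a 500nM (2x) first reagent, then RGS4 at 900nM (2x) plus Transcreener GDP mix added; fluorescence polarization (620/688 nm) read before and after 90 min at 30 °C.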
# mIDH1 inhibitor: blocks human mutant IDH1 R132H enzyme; O75874; IDH1-R132H enzyme, NADPH consumption, diaphorase/resazurin fluorescence; Potency, µM (top dose mostly 76.6 µM), without a hit: top-dose activity change, negative = inhibition, most hits filed as inhibitors; hit rate 0.093% among 390,000; AID 602179; note: potency is the fitted concentration of half-maximal effect; % is set by controls: 0 for no effect and ±100 for the full control effect; nearly all actives have a fitted effect of over 65% in size
#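 IDH1-R132H (0.5 ug/mL dispensed) in pH 7.5 Tris buffer was preincubated 30 min with compound, then given a substrate mix of 0.016 mM NADPH and 2 mM alpha-KG for 80 min at room temperature; remaining NADPH was read by diaphorase/resazurin fluorescence.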
# Vif-APOBEC3F blk: inhibitors of Vif-A3F interaction. HeLa A3F-eYFP + Vif (tagged APOBEC3F with the HIV-1 protein that degrades it), YFP fluorescence increase. Potency, µM (top dose mostly 46.1 µM), without a hit: top-dose activity, negative = active. hit rate 0.2% among 390,000. AID 602313; note: potency is the fitted concentration of half-maximal effect; % of control where 0% means no effect; nearly all actives have a fitted effect of over 65% in size
#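 HeLa cells stably expressing Vif plus C-terminally eYFP-tagged A3F were seeded, incubated overnight at 37 deg C, dosed with compound, incubated overnight again at 37 deg C. Yellow fluorescence (Ex 488/Em 500-530) reported blocked Vif-mediated A3F-eYFP degradation.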
# TrxR1 inh: inhibitors of rat thioredoxin reductase 1; O89049; AID 588453; recombinant rTrxR1, NADPH fluorescence consumption, selenite substrate; Potency, µM (highest dose often 114 µM), without a hit: at the highest dose activity change, negative = inhibition, most hits filed as inhibitors; hit rate 1% among 390,000; note: potency is the fitted concentration of half-maximal effect; % is set by controls: 0 for no effect and ±100 for the full control effect; nearly all actives have a fitted effect of over 65% in size
#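 Rat TrxR1 (90 nM in the dispensed reagent) was pre-reduced with 400 uM NADPH for 5 min at room temperature, then incubated with compound for 15 min. After 400 uM selenite was added, NADPH fluorescence (Ex 340/Em 450 nm) was followed for 8 min.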
# Vif-A3G inh: Vif-A3G binding inhibition. Q9HC16. HeLa A3G-eYFP + Vif (tagged APOBEC3G with the HIV-1 protein that degrades it), YFP fluorescence, overnight. Potency, µM (doses to about 46.1 µM), inactives show at the highest dose activity, negative = active, most hits filed as inhibitors. hit rate 0.076% among 410,000. AID 602310;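 note: potency is the fitted concentration of half-maximal effect; % is set by controls: 0 for no effect and ±100 for the full control effect; nearly all actives have a fitted effect of over 60% in size; hits raise eYFP signal because A3G escapes Vif-driven loss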
#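 Read-out is eYFP fluorescence (Ex 488/Em 500-530) from Vif-expressing HeLa A3G-eYFP cells; more signal means A3G escaped Vif-mediated degradation. Cells plated overnight, compound pinned in, incubated overnight at 37 deg C.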
# TrxR1 substrate: rat thioredoxin reductase 1 substrate activity; purified TrxR1 substrate turnover, NADPH consumption readout; O89049; Potency, µM (series often up to 114 µM), without a hit: at the highest dose activity change, negative = substrate turnover; hit rate 0.01% among 390,000; note: potency is the fitted concentration of half-maximal effect; % is set by controls: 0 for no effect and ±100 for the full control effect; nearly all actives have a fitted effect of over 50% in size
#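 Rat TrxR1, dispensed at 90 nM, was prereduced with 400 uM NADPH (final) for 5 min at ~22 deg C, then incubated with compound 15 min before 400 uM selenite. A first-read NADPH fluorescence drop versus no-compound background flagged substrates.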
# Glioma ERSR ind: ER stress response induction in glioma; U87-MG GRP78 promoter luciferase reporter, 16 h; Potency, µM, for the others: top-dose activation, most hits filed as activators; hit rate 0.02% among 420,000; AID 602332; note: potency is the fitted concentration of half-maximal effect; series mostly up to about 76 µM; % of control where 0% means no effect; nearly all actives have a fitted effect of over 35% in size
#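 Stably transfected U87-MG glioma cells carrying a GRP78-based luciferase sensor; 16 h compound incubation. Luminescence end-point read 10 min after Bright-Glo addition at room temperature.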
# LDHA inh: LDHA (human) enzyme inhibition. P00338. purified LDHA, NADH/diaphorase-resazurin fluorescence; active compounds read low. activity change, % (values are at about 110 or 230 µM). hit rate 0.15% among 480,000; in the data active = activity change below about -30%; inconclusive = mostly about -25% to -30%;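 note: plate controls were DMSO wells for no effect and wells without enzyme for full effect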
#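 Human LDH5 (2 nM) was incubated with 0.06 mM NADH and 0.2 mM pyruvate for 5 min at room temperature in Tris pH 7.4. Remaining NADH was coupled through diaphorase/resazurin, and resorufin fluorescence was read at 0 and 20 min.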
# * = called active by the depositor; ? = inconclusive; nt = not tested or not shown; & = joins results of further samples; [ ] = dose if it differs, or a comment. Unless noted, calls come from the whole dose curve; as a rule, active = well fitted curve in the direction sought with a large enough effect; inconclusive = small, poorly fitted or top-dose-only effect, or another doubt; inactive = no such curve, though single readings can be large; an effect the other way counts as inactive or inconclusive. Some of the compounds tested; rates above refer to the full screens.
molecule | USP1-UAF1 inh | RGS4 inh | mIDH1 inhibitor | Vif-APOBEC3F blk | TrxR1 inh | Vif-A3G inh | TrxR1 substrate | Glioma ERSR ind | LDHA inh
CCNC(=O)CSc1nnc(-c2cc(-c3ccc(Cl)cc3)nc3ccccc23)o1 | -13% | 6% | 8% | -16% | 10%[57.1 µM] | -10% | 9%[57.1 µM] | -1% | -6
COc1ccc(C(=O)NC(C)CCn2cccn2)cc1OC1CCN(C(C)C)CC1 (stereo not given) | -8% | 13% | 7% | -7% | -5% | -2% | 4% | -3% | 1
COCCCn1c(=O)c2sccc2n(Cc2ccc(C)cc2)c1=O | -17% | -23% | 2% | 0% | 26% | 0% | 10% | -3% | -13
Cc1ccc(-n2c(N)c(-c3nc4ccccc4n3C)sc2=S)cc1 | -27% | ? | 8% | -19% | -15% | -2% | -11% | 3% | 5
N#Cc1ccccc1Cn1c(=O)n(C2CCCC2)c(=O)c2ccccc21 | -13% | -1% | 4% | 0% | 36% | -1% | 9% | -7% | -5
CCc1ccccc1NC(=O)C1CCCN(c2nnc(-n3c(C)ccc3C)s2)C1 (stereo not given) | -6% | 6% | nt | nt | -18% | nt | -4% | nt | -3
COc1ccc(CCNC(=O)C(=O)NCC2OCCN2S(=O)(=O)c2ccc(Br)cc2)cc1 (stereo not given) | 7% | -3% | 3% | -10% | -1% | -1% | -2% | -2% | -4
CCOc1ccc(C(=O)N(Cc2ccc(N(C)C)cc2)C2CCS(=O)(=O)C2)cc1 (stereo not given) | -14% | -24% | 3% | 0% | 28% | -1% | 13% | -3% | 8
COc1ccc(CN2C3CCCC2CC(NC(=O)c2cccc(F)c2)C3)cc1 (stereo not given) | -17% | -8% | 11% | 0% | 17% | 2% | 1% | -1% | -1
CC(CNC(=O)c1ccc(N)cc1)NC(=O)c1ccc(N)cc1 (stereo not given) | -12% | 10% | -4% | -18% | 9%[57.1 µM] | 1% | 1%[57.1 µM] | -2% | -5

# Of the compounds above, 3 have a halogen:
molecule | USP1-UAF1 inh | RGS4 inh | mIDH1 inhibitor | Vif-APOBEC3F blk | TrxR1 inh | Vif-A3G inh | TrxR1 substrate | Glioma ERSR ind | LDHA inh
CCNC(=O)CSc1nnc(-c2cc(-c3ccc(Cl)cc3)nc3ccccc23)o1 | -13% | 6% | 8% | -16% | 10%[57.1 µM] | -10% | 9%[57.1 µM] | -1% | -6
COc1ccc(CCNC(=O)C(=O)NCC2OCCN2S(=O)(=O)c2ccc(Br)cc2)cc1 (stereo not given) | 7% | -3% | 3% | -10% | -1% | -1% | -2% | -2% | -4
COc1ccc(CN2C3CCCC2CC(NC(=O)c2cccc(F)c2)C3)cc1 (stereo not given) | -17% | -8% | 11% | 0% | 17% | 2% | 1% | -1% | -1

# Next part
molecule | USP1-UAF1 inh | RGS4 inh | mIDH1 inhibitor | Vif-APOBEC3F blk | TrxR1 inh | Vif-A3G inh | TrxR1 substrate | Glioma ERSR ind | LDHA inh
O=C(CCCCn1c(=O)c2ccccc2n(CC(=O)Nc2cccc(F)c2)c1=O)NCc1ccco1 | -15% | -7% | 2% | 1% | 9%[57.1 µM] | -1% | 8%[57.1 µM] | -3% | -1
COc1ccc(-c2cc(C(=O)OCC(=O)Nc3ccc4c(c3)OCO4)c3ccccc3n2)cc1 | -22% | -8% | 1% | 0% | ? | -7% | 16% | 0% | 3
O=C(Nc1ccccc1C(=O)N1CCOCC1)c1cccnc1 | -10% | -5% | 14% | 0% | 14% | 0% | 5%[57.1 µM] | -4% | -3
CC1(C)Oc2ccc3ccc(=O)oc3c2/C(=C/NC2CCCCC2)C1=O | -13% | -33% | 2% | -3% | -14% | 2% | -11% | -7% | -3
CCCCCCC(CC(=O)NCc1cccnc1)CC(=O)NCc1cccnc1 | -7% | -2% | 1% | 1% | 13% | -5% | 3% | -3% | 2
CCOC(=O)N1CCN(C(=O)c2nn(-c3ccc(C)cc3)c(=O)c3c2c2ccccc2n3C)CC1 | -2% | -16% | 1% | 1% | -2% | 1% | 12% | -2% | -6
COc1ccc(C(=O)Nc2nnc(S(=O)(=O)Cc3ccc(F)cc3)s2)cc1 | -30% | -17%[56.9 µM] | 2% | -1% | 26% | -1% | 2% | 0% | -6
CC(C)(C)OC(=O)NCCc1onc(-c2cccc([N+](=O)[O-])c2)c1C(=O)O | -19% | nt | -1% | -5% | nt | 2% | nt | -4% | -1
CC(=O)N(c1ccccc1)C1CC(C)N(C(=O)c2ccccc2)c2ccccc21 (stereo not given) | -10% | 7% | 3% | 13% | 13%[57.1 µM] | 0% | 7%[57.1 µM] | -4% | -9
COC(=O)c1cc(NC(=O)CC(=O)c2cccc(N)c2)cc(C(=O)OC)c1 | -4% | nt | -2% | -4% | nt | -11% | nt | -2% | -6

# (more compounds)
SMILES	USP1-UAF1 inh	RGS4 inh	mIDH1 inhibitor	Vif-APOBEC3F blk	TrxR1 inh	Vif-A3G inh	TrxR1 substrate	Glioma ERSR ind	LDHA inh
O=C(CSc1nnc(-c2ccc(OC(F)F)cc2)o1)N1CCOCC1	-7%	2%	2%	1%	20%	0%	11%	8%	1
COC(=O)c1sccc1NC(=O)c1c(C)noc1C	-1%	-17%	9%	-6%	9%	0%	-1%	-1%	0
CC(=O)OC(C(=O)NCc1ccc2c(c1)OCO2)c1ccccc1Cl (stereo not given)	-21%	-16%	7%	2%	11%	-4%	5%	-1%	-7
CC(=O)n1cc([C@H]2C=C(C(=O)O)O[C@@H](OCCCCO)C2)c2ccccc21	-32%	-10%	11%	-1%	5%[57.1 µM]	2%	-6%[57.1 µM]	-2%	3
Cc1ccccc1NC1=C/C(=N\S(=O)(=O)c2cccs2)c2ccccc2C1=O	2.2µM*	-21%	16%	-1%	-30%	-9%	-9%	-14%	38
S=C(Nc1ccccc1Oc1ccccc1)Nc1cccc(Cl)c1Cl	-12%	-34%	-4%	0%	-12%	-7%	-6%	-6%	-8
Cc1cc(C2=NNC(=NC3CC3)SC2)c(C)n1-c1ccccc1	-16%	-17%	4%	-2%	22%	1%	-2%	-13%	1
C/C(=N\NC(=O)c1cccs1)c1ccc2c(c1)OCO2	-19%	-15%	0%	-3%	-3%[57.1 µM]	-1%	4%[57.1 µM]	3%	0
COc1ccc(CNC(=O)CCS(=O)(=O)c2ccc3c(c2)oc(=O)n3C)cc1	-21%&-29%	7%&2%	10%&-3%	11%&1%	17%&9%	1%&-2%	5%&1%	-2%&3%	-1&1
Cc1cc(=O)[nH]c2sc(C(=O)N3c4ccccc4CC3C)c(N)c12 (stereo not given)	-13%	27%	0%	-6%	9%[57.1 µM]	0%	6%[57.1 µM]	-2%	-8
Cc1ccc(-c2ccnc3c(Cl)c(C)nn23)cc1	-9%	8%	-16%	-1%	-1%	1%	2%	-2%	-4
CCOC(=O)c1c(SC)nc(SC)c2c1CCC2	-15%	-3%	7%	0%	6%[11.4 µM]	0%	0%	-4%	-1
N#Cc1c(Cl)cccc1-n1ccnc1	3%	34%	-3%	-5%	-1%	0%	-6%	-4%	-2
NS(=O)(=O)c1ccc(CNC(=O)c2cc(-c3cccnc3)nc3ccc(Cl)cc23)cc1	-7%	-8%	4%	-4%	-15%	-10%	1%	-7%	-2
CC(=O)c1cccc(OCC(=O)N2CCN(c3ccc(C(F)(F)F)cn3)CC2)c1	-9%	19%	3%	-4%	14%	0%	0%	-5%	-2
Cn1c(=O)c2c(nc(NCc3ccccc3)n2CCCc2ccccc2)n(C)c1=O	-4%	11%	18%	9%	-6%	-12%	-10%	-7%	1&-3
O=C(Nc1ccc2c(c1)CCCN2C(=O)c1ccccc1)c1ccccc1Br	-5%	-4%	1%	-13%	8%	-13%	-9%	0%	-9
COc1ccc(C(=O)OCc2csc(C)n2)c(O)c1	-19%	5%	3%	4%	4%[57.1 µM]	-2%	-6%	0%	3
CC1=NN(C(=O)Cc2ccc(C)cc2)C(O)(c2cccnc2)C1 (stereo not given)	-19%	-66%[56.9 µM]	1%	1%	-7%	1%	-5%	-7%	-1
Cc1nn(CC(=O)N(C)C2CCC(C)CC2)c(C)c1S(=O)(=O)N(C)C (stereo not given)	-10%	-11%	-3%	6%	4%	3%	-3%	-6%	-5
COc1ccc(CNC(=O)COC(=O)CNC(=O)c2sc3ccccc3c2Cl)cc1OC	-26%	9%	11%	1%	15%	-2%	4%	-4%	-3
O=C(CN1CCN(Cc2cccc(Cl)c2)C1=O)NCc1ccc(F)cc1	-4%	6%	6%	2%	14%[57.1 µM]	3%	4%[57.1 µM]	2%	-9
O=C(NC1CCCCC1)c1cccc(OCc2ccccc2)c1	-11%	6%	1%	0%	30%	-4%	3%	2%	-11
